# Screening results from PubChem BioAssay.
# SSB-PriA inh: blocks PriA binding to SSB C-terminal tail. AlphaScreen SSBct-PriA binding, biotinylated peptide. inhibition, % at 33 µM. 0.6% of 430,000 active. AID 1272365; in the data active means inhibition mostly above about 37%, no sharp cut-off; inactive means mostly below about 20%;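 further: plate controls were negative control peptide for no effect and reference peptide for full effect; strong numbers were not always called active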
# * = called active by the depositor; & = joins results of further samples. These rows are one share of the data (hit frequency here may not be typical).
canonical_smiles | SSB-PriA inh
O=C(NC1CCCC1)N1CCN(c2cc(-n3cncn3)ncn2)CC1 | -15
O=C(NC1CCN(c2cc3c(nn2)CCCC3)CC1)c1cccc(Cl)c1 | 1
Cc1cc(F)ccc1S(=O)(=O)N1CCC[C@H](Cc2nc(-c3ccsc3)no2)C1 | 3
CCN(CC)c1ccc(C=NNC(=O)c2nnn(-c3nonc3N)c2-c2ccc(C)cc2)cc1 | -16
O=S(=O)(c1ccc(F)cc1)C1CN(S(=O)(=O)c2ccc(Cl)s2)C1 | -16
O=C(NCCc1ccoc1)c1cc2ccccc2[nH]1 | 16
O=S(=O)(NCCn1ccc(-c2ccncc2)n1)C1CC1 | -20
O=C(c1ccc(F)cc1)N1CCC2(Cl)CCCCC2C1c1ccccc1 (stereo not given) | -9
CSc1cccc2sc(N3CCN(C(=O)CCCS(=O)(=O)Cc4ccccc4)CC3)nc12 | -7
CC(C)OCCCn1c(N)c(S(=O)(=O)c2cccs2)c2nc3ccccc3nc21 | -6
CCOC(=O)/C=C/CSc1nc2sc3c(c2c(=O)[nH]1)CCCC3 | -21
Cc1cccc(CS(=O)(=O)N2CCC(COCc3ccc(C#N)cc3)CC2)c1 | -4
CC(C)NC(=O)CSc1nnc(-c2cccnc2)o1 | 4
CCOc1ccc2nc(NC(=O)Cc3ccc(S(=O)(=O)C(C)C)cc3)sc2c1 | -27
C=CCN1C(=O)C(=Nn2cnnc2)c2ccccc21 | -10

# In the list so far, these have a Cl atom:
canonical_smiles | SSB-PriA inh
O=C(NC1CCN(c2cc3c(nn2)CCCC3)CC1)c1cccc(Cl)c1 | 1
O=S(=O)(c1ccc(F)cc1)C1CN(S(=O)(=O)c2ccc(Cl)s2)C1 | -16
O=C(c1ccc(F)cc1)N1CCC2(Cl)CCCCC2C1c1ccccc1 (stereo not given) | -9

# Continued:
canonical_smiles | SSB-PriA inh
COc1ccccc1OCC(=O)NCC1CCN(C2CCCC2)CC1 | -8
CCOCC(=O)NCC[C@H](O)c1ccsc1 | -10
O=C(NCCCn1nc(-c2ccco2)ccc1=O)Nc1ccc(F)c(F)c1 | 6
COc1ccc(S(=O)(=O)N2CCCCC2CCNC(=O)C(=O)Nc2ccc(F)cc2F)cc1 (stereo not given) | -18
Cc1nn(-c2ccccc2)c(C)c1C=NN1CCN(c2ccc(Cl)cc2)CC1 | 3
COc1ccc(C)cc1NC(=O)CSc1nc2c(-c3ccccc3)csc2c(=O)n1C | -8
O=C(C1CCCCC1)N(Cc1ccccn1)c1nc2c(Cl)cccc2s1 | -2
Cc1ccc(C(=O)NCCc2cn3ccsc3n2)cc1[N+](=O)[O-] | 6
CCOC(=O)c1cc(C(=O)N/N=C\c2ccc(N(C)C)cc2)c(C)nc1C | 4
CN(CC#CCNC(=O)C1CC1)Cc1ccccc1 | -18
Cn1c(SCC(=O)Nc2ccc(Cl)c(Cl)c2)nnc1-c1ccc(=O)n(C)c1 | -14
CCn1nnc2c(N3CC(C(=O)Nc4cccc(NS(C)(=O)=O)c4)C3)ncnc21 | -3
O=C(NN=CC1CC=CCC1)c1cc2ccccc2cc1O (stereo not given) | 8
CC(=NOCC(=O)Nc1cc(C)cc(C)c1)c1ccc2c(c1)OCCO2 | -16
Cn1ncc2c(Nc3cccc(Cl)c3)nc(NCc3ccco3)nc21 | -13
O=C(O)c1ccccc1C=NNC(=S)NCc1ccccc1 | 5
O=C(Nc1cccc(C(F)(F)F)c1)N1CCN(C(=O)c2cnn3c2CCCC3)CC1 | -19
COc1nn(C)cc1C(=O)Nc1cnc2cc(C)nn2c1 | -16
CC(=NNC(=O)CC1C(=O)NN=C1C)c1ccco1 (stereo not given) | 0
Cc1ccc(SCCC(=O)Nc2ccc([N+](=O)[O-])cc2)cc1 | 6
Cc1ccc(-c2c(C(=O)NN=Cc3cccnc3)nnn2-c2nonc2N)cc1 | 8
O=C(CSc1nc2ccccc2o1)N1CCN(c2nc(-c3ccsc3)cs2)CC1 | -1
NC(=N[N+](=O)[O-])N1CCN(C(=O)OC2CCCC2)CC1 | -1
Cc1nc(-c2ccccc2NC(=O)COc2cccc(C(F)(F)F)c2)cs1 | -25
CSc1cccc2sc(NC(=O)CCS(=O)(=O)c3ccc(F)cc3)nc12 | 27
OC(CNc1ccc(Br)cc1)Cn1c2ccc(Cl)cc2c2cc(Cl)ccc21 (stereo not given) | -17&-7
CCNC(=O)N1CCC(Oc2cccnc2)CC1 | -5
O=C1CCC(c2ccc(Oc3ccccc3)cc2)=NN1 | -4
COc1ccc(S(=O)(=O)NC[C@H]2CC(=O)N(c3ccc(Cl)cc3)C2)cc1C | -5
CCOC(=O)c1c(CC(C)C)csc1N=CC1=C(O)CCCC1=O | -5
O=C(COc1ccc(F)cc1)Nc1nnc(-c2ccc3c(c2)OCCO3)o1 | 3
O=c1c(=Cc2ccco2)sc2n1CN(c1cccc(Br)c1)CN=2 | -1
Cc1ccc(C)c(C(=O)CSc2nc3cc(C(=O)NC4CCCC4)ccc3c(=O)n2CCC(C)C)c1 | -8
COC(=O)c1c(NC(=O)CSc2ncnc3sc(C)c(C)c23)sc(Cl)c1-c1ccccc1 | -3
Cc1nc2sc(C)c(C)n2c(=O)c1NC(=O)CCSc1ccccc1 | -15&-5
O=C(NCc1ccc(Cl)cc1)N1CC(N2C(=O)C3CC=CCC3C2=O)C1 (stereo not given) | -2
CCn1c(SC(C(C)=O)C(C)=O)nnc1-c1c[nH]c2ccccc12 | -1
O=C(Cn1nnc2ccccc21)N1CCC(N2CCc3sccc3C2)CC1 | -2
O=S(=O)(NCCN1CCN(c2ccccc2F)CC1)c1ccc2c(c1)CCCC2 | -2
Cc1cc(C)cc(N2CC(c3nc(-c4ccccc4F)no3)CC2=O)c1 (stereo not given) | -4
CCOC(=O)N1CCc2c(sc(NC(=O)c3ccn(C)n3)c2C(=O)OC)C1 | 15
Cn1cnc(S(=O)(=O)NCC2CCN(S(=O)(=O)C3CC3)CC2)c1 | -4
Cc1ccc([N+](=O)[O-])cc1C=NNc1nnnn1-c1ccccc1 | -8
CC(C)CNS(=O)(=O)c1ccc2nc(NC(=O)c3ccccn3)sc2c1 | 96*
O=C(CCn1ccc(=O)[nH]c1=O)Nc1nc2c(s1)C(=O)NCCC2 | -2

# Next compounds
Molecule	SSB-PriA inh
Cc1c(C(=O)N2CCC(COCc3ccc(C#N)cc3)CC2)cnn1-c1ccccc1	3
Cn1nccc1C(=O)Nc1nc(-c2ccc(Cl)cc2)cs1	-9
COc1cccc(-c2nc(C(N)=O)c3[nH]c(=O)n(-c4ccc(Cl)c(Cl)c4)c3n2)c1O	-3
O=C(NC1CCN(c2nc(-c3cccnc3)cs2)CC1)c1ccc(Br)o1	-14
O=S(=O)(/C=C/c1ccccc1)N1CCN(c2ccc3nnc(C4CC4)n3n2)CC1	15
COc1ccc(CCNc2ncnc3c2cnn3Cc2ccccc2Cl)cc1OC	-14
CC(C)(C)c1cccc(C=NO)c1O	-20
O=C(NCC(=O)N1CCOC(c2ccccc2)C1)c1ccccc1C(F)(F)F (stereo not given)	-19
OC(COCCOc1ccc(Br)cc1)CN1CCN(c2ccccn2)CC1 (stereo not given)	9
Cc1cc(C(=O)CSc2nnnn2-c2ccccc2)c(C)n1Cc1ccco1	-4

# 2 entries from above, reformatted.
> Cn1nccc1C(=O)Nc1nc(-c2ccc(Cl)cc2)cs1
  SSB-PriA inh: -9

> O=C(NC1CCN(c2nc(-c3cccnc3)cs2)CC1)c1ccc(Br)o1
  SSB-PriA inh: -14

# (continued)
Molecule	SSB-PriA inh
CC(C)c1ccc(NC(=O)CCCn2nc(-c3cccs3)ccc2=O)cc1	-7
O=C(Nc1ccccc1-c1csc(-c2ccccc2F)n1)c1ccsc1	-15
CCOC(=O)c1c(-c2ccc(F)cc2)csc1NC(=O)CCN1CC(C)OC(C)C1 (stereo not given)	12
CSc1ccccc1NC(=O)CON=C(C)c1cc2ccccc2o1	-47
COc1ccc(C2SC(C)C(=O)N2c2ccc(C)cc2)cc1 (stereo not given)	-12&-5
O=C(O)c1c(Br)cnc2nc[nH]c12	-14&0
Cn1c(-c2ccc(Cl)cc2)nc2ccccc21	-11
CCOC(=O)NN=Cc1ccc(-c2cc(Cl)ccc2Cl)o1	-5
Cc1cc(C)c(C)c(S(=O)(=O)N2CCCCC2C)c1C (stereo not given)	-30
COCC(C)(O)CNC(=O)CCc1cccc(Cl)c1 (stereo not given)	-2
CCOC(=O)N1CCN(S(=O)(=O)c2ccc(C(=O)Nc3nnc(-c4ccccc4Cl)o3)cc2)CC1	-4&-3
Cc1cc(SCC(=O)Nc2nsc(-c3ccc(Cl)cc3)n2)nc2ccccc12	-17&-3
CC(O)(CNC(=O)c1ccc2nsnc2c1)Cc1ccco1 (stereo not given)	-2
CC1CN(S(=O)(=O)c2ccc(C(=O)NNC(=O)c3ccc(Br)cc3)cc2)CC(C)O1 (stereo not given)	-1
O=C(Nc1nnc(Cc2ccc(Cl)s2)o1)c1sc2ccccc2c1Cl	-4
Cc1ccc(NC(=O)CCC(=O)NN=Cc2cc([N+](=O)[O-])ccc2O)cc1	0
C[C@@H](Cc1ccco1)NC(=O)c1cc(=O)c2ccccc2o1	-5
COc1cc(C=NNC(=O)C2CC(=O)N(c3ccc(C)cc3)C2)cc(OC)c1OC (stereo not given)	2
COC(=O)c1cccc2c(N=O)c(O)[nH]c12	1
C=CC[n+]1c(C=C2C=Cc3cc(C)ccc3N2CC)ccc2ccccc21	45
O=C(NCc1ccc(F)cc1)N(CCc1cccs1)Cc1ccco1	-2
CCOC(=O)C1=C(c2ccccc2)OC(=N)C(C#N)C1c1ccc(OC)cc1 (stereo not given)	2
Cn1nc(-c2cccc(NC(=O)Nc3cccc(Cl)c3)c2)ccc1=O	-4
CC(=O)Nc1cccc(NC(=O)Cc2csc(SCc3ccc(Br)cc3)n2)c1	9
COc1cc(OC)c(-n2nnc(-c3nsc(NC(=O)c4ccco4)n3)c2C)cc1Cl	-12
CCOC(=O)c1c(N=c2scc(-c3ccc(C)cc3)n2-c2ccccc2)sc2c1CCCC2	1
COc1ccc(NC(=O)CSc2n[nH]c(-c3ccc(OC)cc3)n2)cc1	27
O=C(NN=Cc1ccco1)c1cc([N+](=O)[O-])cc([N+](=O)[O-])c1	-2
CCOC(=O)NC(=O)C(C#N)=NNc1ccc(F)cc1	2
CCCN1C(=O)C(C)(C)COc2ccc(NC(=O)c3ccccc3OCC)cc21	10

# Structural class: the compounds so far containing bromine.
Molecule	SSB-PriA inh
OC(CNc1ccc(Br)cc1)Cn1c2ccc(Cl)cc2c2cc(Cl)ccc21 (stereo not given)	-17&-7
O=c1c(=Cc2ccco2)sc2n1CN(c1cccc(Br)c1)CN=2	-1
O=C(NC1CCN(c2nc(-c3cccnc3)cs2)CC1)c1ccc(Br)o1	-14
OC(COCCOc1ccc(Br)cc1)CN1CCN(c2ccccn2)CC1 (stereo not given)	9
O=C(O)c1c(Br)cnc2nc[nH]c12	-14&0
CC1CN(S(=O)(=O)c2ccc(C(=O)NNC(=O)c3ccc(Br)cc3)cc2)CC(C)O1 (stereo not given)	-1
CC(=O)Nc1cccc(NC(=O)Cc2csc(SCc3ccc(Br)cc3)n2)c1	9

# Later entries.
Molecule	SSB-PriA inh
O=C(CSc1ccc(-c2ccccn2)nn1)Nc1ccccc1F	84*
Cc1ccsc1[C@@H](O)CNS(=O)(=O)c1cn(C)cn1	-4
COc1ccc([N+](=O)[O-])cc1NC(=O)/C=C/c1cccs1	-2
CCn1nccc1C(=O)Nc1nnc(-c2ccc(OC)cc2OC)o1	9
Cc1cc(C)nc(NS(=O)(=O)c2ccc(NC(=O)c3cccn(OCc4ccc(F)cc4)c3=O)cc2)n1	7
O=C(c1ccno1)N1CCc2ncncc2C1	2
CCCNc1nc(SC)nc2c1cnn2CCNC(=O)c1cccc(C(F)(F)F)c1	-12
Oc1ccc(C=NNc2ccc(C(F)(F)F)cn2)cc1	3
COc1cc(C(=O)NCCn2ncc3c(=O)n(Cc4cccc(C(F)(F)F)c4)cnc32)cc(OC)c1OC	-17
Cc1cc(=O)n(CC(=O)Nc2ccccc2F)c(N)n1	-15
Cn1c(=O)c2c(NC(=O)c3cccc(Cl)c3)ccnc2n(C)c1=O	-15
Fc1ccccc1NC(=S)NN=Cc1ccccc1Br	14
COCCn1c(=S)[nH]c2cc(C(=O)NCc3ccccn3)ccc2c1=O	-11
O=C(Cn1cnc2ccccc2c1=O)N1CCC(COCc2ccc(Cl)cc2)CC1	-12
Cc1nc(-c2cccs2)sc1CNC(=O)c1cnccn1	-15
O=C(CNC(=O)c1ccccc1Cl)NN=Cc1ccc2c(c1)OCO2	-22
Cc1nc2ccccc2c(=O)n1-c1cccc(NC(=O)c2c(F)cccc2F)c1	11
Cc1ccc(S(=O)(=O)NCC2CCN(c3nc4ccccc4s3)CC2)s1	62
CC(CC(=O)Nc1cc(C)cc(C)c1)=NNC(=O)c1ccccn1	1
CC(C)c1cc(=O)n2c(n1)SCC2CC(=O)NCCCc1ccccc1 (stereo not given)	-8
CC(CC(=O)Nc1ccc(N(C)C)cc1)=NNC(=O)c1ccc([N+](=O)[O-])cc1Cl	14
Cc1ccc(NC(=O)Cn2nc3c(cc2=O)CCCC3)cc1Cl	-23
N#Cc1ccccc1NC(=O)C(=O)NCC1CCN(c2ccncc2)CC1	-3
CCCCN1C(=O)c2cccc3c(NC(=O)c4cc5ccccc5oc4=O)ccc1c23	4
Cn1nc2c(c1NC(=O)c1sc3ccccc3c1Cl)CCC2	-7
C=CCNc1nn(CC(=O)Nc2c(C)cccc2CC)c(N)c1-c1nc(-c2ccc(Cl)cc2)no1	-9
COc1ccc(N2CCN(CCNC(=O)Cc3ccc(OC)c(OC)c3)CC2)cc1	-11
Cc1cc(-c2nnc(NC(=O)c3ccc([N+](=O)[O-])o3)o2)n(C)n1	6
Cc1noc(NS(=O)(=O)c2ccc(NC(=O)C3CN(S(=O)(=O)C4CC4)C3)cc2)c1C	-14
COc1ccc(-c2csc(-c3nnn(-c4ccc(C)c(C)c4)c3C)n2)cc1OC	-4
COc1ccccc1-n1nnc(-c2nnc(-c3ccncc3)o2)c1C	-16
Cc1ccc(C)c(-c2cc(C(=O)NN=Cc3cccnc3)c3ccccc3n2)c1	-11
O=C(NCC1CCCO1)C(=O)Nc1ccc(Cl)c(N2CCCS2(=O)=O)c1 (stereo not given)	-8
